Growth percent in the NCI-60 one-dose screen (48 h, 10 µM unless noted): 100 = growth as untreated, 0 = no growth, -100 = all killed.
RXF 393 = RXF 393 renal cancer cells; actives 6.9% (n = 77,000)
TK-10 = TK-10 renal cancer cells; actives 3.9% (n = 81,000)
786-0 = 786-0 renal cancer cells | AID 1794775 | actives 5.1% (n = 81,000)
SN12C = SN12C renal cancer cells; actives 3.8% (n = 81,000); AID 1794767
CAKI-1 = CAKI-1 renal cancer; actives 4.7% (n = 75,000); AID 1794772
UO-31 = UO-31 renal cancer; actives 5.2% (n = 81,000)
A498 = A498 renal cancer cells; actives 5.4% (n = 76,000); AID 1794774
DU-145 = DU-145 prostate cancer | actives 4.2% (n = 81,000)
ACHN = ACHN renal cancer; actives 4.9% (n = 81,000); AID 1794771
Active calls of the source: *; nt = no result given; & = joins results of further samples. The calls were made as follows: active = growth percent below 10; inactive = the rest.

SMILES	RXF 393	TK-10	786-0	SN12C	CAKI-1	UO-31	A498	DU-145	ACHN
CC(C)c1ccc(/C=C/C(=O)NC2CCN(c3nnnn3C)CC2)c(O)c1	nt	93	101	98	84	91	90	110	100
NS(=O)(=O)Oc1ccc(NC(=O)c2ccccc2)cc1	117	105	104	98	94	82	nt	106	101
CN(C)Cc1cc(O)c(CN(C)C)cc1O	107&114&109	86&102&104	92&107&103	103&100&88	94&69	94&78&91	107&108&100	104&108&111	105&100
CCN(Cc1ccccc1)c1ccc(C(=C2C=CC(=[N+](CC)Cc3ccccc3)C=C2)c2cc(O)c(S(=O)(=O)O)cc2S(=O)(=O)O)cc1	nt	101	97	90	79	87	98	105	103
Nc1ccc(Oc2ccc(N)c([N+](=O)[O-])c2)cc1[N+](=O)[O-]	89	105	95	82	85	63	68	106	95
CCn1cnc2c(Nc3ccccn3)nc(Cl)nc21	99	91	100	99	94	85	102	107	106
O=NN(c1cccc(C(F)(F)F)c1)c1ccccn1	nt	103	105	94	109	92	84	115	106
Cc1cc(C)n(-c2nc(-c3no[n+]([O-])c3C)cs2)n1	104	107	96	102	89	87	nt	110	111
CN(C)Cc1cc(C(C)(C)C)cc(CN(C)C)c1O	98	95	98	106	97	97	70	106	108
O=C1c2c(F)c(F)c(F)c(F)c2C(=O)C1C1CCCCC1	97	98	106	nt	93	88	125	93	96
Nc1n[nH]c2cccc(C#Cc3cccc(C(=O)Nc4ccc(CN5CCOCC5)c(C(F)(F)F)c4)c3)c12	-4.4*	76	8.6*	55	73	22	68	70	25
CCCCC(NC(=O)c1cccc(N2C(=O)/C(=C/c3cccc(F)c3)SC2=S)c1)C(=O)O (stereo not given)	107	104	105	98	90	88	118	110	102

Reprinted at random: 7 compounds from above, in no set order.
SMILES	RXF 393	TK-10	786-0	SN12C	CAKI-1	UO-31	A498	DU-145	ACHN
CC(C)c1ccc(/C=C/C(=O)NC2CCN(c3nnnn3C)CC2)c(O)c1	nt	93	101	98	84	91	90	110	100
O=C1c2c(F)c(F)c(F)c(F)c2C(=O)C1C1CCCCC1	97	98	106	nt	93	88	125	93	96
Cc1cc(C)n(-c2nc(-c3no[n+]([O-])c3C)cs2)n1	104	107	96	102	89	87	nt	110	111
NS(=O)(=O)Oc1ccc(NC(=O)c2ccccc2)cc1	117	105	104	98	94	82	nt	106	101
Nc1ccc(Oc2ccc(N)c([N+](=O)[O-])c2)cc1[N+](=O)[O-]	89	105	95	82	85	63	68	106	95
CCN(Cc1ccccc1)c1ccc(C(=C2C=CC(=[N+](CC)Cc3ccccc3)C=C2)c2cc(O)c(S(=O)(=O)O)cc2S(=O)(=O)O)cc1	nt	101	97	90	79	87	98	105	103
CN(C)Cc1cc(C(C)(C)C)cc(CN(C)C)c1O	98	95	98	106	97	97	70	106	108

Next entries:
SMILES	RXF 393	TK-10	786-0	SN12C	CAKI-1	UO-31	A498	DU-145	ACHN
CC(=O)[C@H]1[C@H](C)C[C@H]2[C@@H]3CC[C@@H]4CC(=O)CC[C@]4(C)[C@H]3CC[C@@]21C	106	118	105	102	121	113	96	118	104
O=C(O)/C=C/C=C/c1ccccc1	120&113	106&97	109&105	106&96	101&99	88&93	73	109&106	109&103
O=C(COc1cccc2c1N=CCC2)Nc1ccc(C(=O)/C=C/c2ccc(Cl)cc2Cl)cc1	101	115	101	90	87	84	nt	100	102
CCN(CC)CCOc1ccc(Nc2ncc3cc(-c4ccc(O)cc4)c(=O)n(C)c3n2)cc1	-5.9*	81	-77*	40	26	10	69	85	26
O=C(OCC(O)CO)c1c(Cl)c(Cl)c(Cl)c(Cl)c1-c1c2cc(I)c(=O)c(I)c-2oc2c(I)c(O)c(I)cc12 (stereo not given)	102	116	121	86	95	90	112	101	91
O=C1NC(=O)C(c2ccccc2)=C1Nc1ccc(C(=O)Nc2ccc(Cl)cc2)cc1	60	84	72	77	62	66	59	72	68
C=C(C)[C@@H]1CC[C@]2(C(=O)n3ccnc3)CC[C@]3(C)[C@H](CC[C@@H]4[C@@]5(C)CCC(=O)NC(C)(C)[C@@H]5CC[C@]43C)[C@@H]12	94	77	93	102	nt	60	98	89	80
C=C1[C@]2(C(=O)OC)C=C(C)C(O)[C@@]1(C)CC1[C@@]3(C)CC[C@H](O)C(C)(C)C3CC[C@]12C (stereo not given in full)	98	109	109	101	90	90	98	107	106
Cn1cccc1C(=O)C1C(c2ccc(Cl)cc2)C2C3CCCCC3CN2C12C(=O)Nc1ccc(Cl)cc12 (stereo not given)	94	134	94	61	62	61	97	88	80
COC(=O)c1ccncc1	116	105	112	96	98	81	nt	116	102
Cc1ccccc1NC(=O)N=Nc1c(O)[nH]c2ccccc12	98	122	99	96	88	82	108	109	101
CCCC(=O)c1ccccc1	107	105	107	106	95	74	103	125	108
CCN(CC)c1ccc(/C=C/C(=O)c2ccc(Nc3nc(Nc4ccccc4)nc(Nc4ccccc4)n3)cc2)cc1	11	59	62	74	44	24	30	52	49
CCCCCCCC(=O)SCC/C=C/[C@@H]1CC(=O)NCc2cccc(n2)C2=N[C@@](C)(CS2)C(=O)N[C@@H](C(C)C)C(=O)O1	nt	-16*	11	23	-39*	-8.2*	nt	12	-12*
Nc1nn(-c2ccccc2)c2nc(=S)[nH]c(-c3ccccc3)c12	114	110	104	95	92	75	102	108	95
O=C1CC[C@@H](C(=O)N[C@H]2CSSC[C@@H](C(=O)O)NC(=O)[C@H](Cc3ccccc3)NC(=O)[C@@H]3CCCN3C(=O)[C@@H]3CCCN3C2=O)N1	101	102	94	nt	98	99	97	103	99
CCCCCCN(CCCCCC)CCC(=O)Nc1ccc(S(=O)(=O)c2ccc(NC(=O)CCN(CCCCCC)CCCCCC)cc2)cc1	83	109	90	81	87	52	nt	95	88
CS(=O)(=O)Oc1ccc(Cl)c2ccccc12	104	112	99	106	100	88	94	118	121
Cc1cccc(/C=C2\CN(C(=O)OC(C)(C)C)C/C(=C\c3cccc(C)c3)C2=O)c1	128	96	95	95	74	69	94	106	84
CC(C)(C)n1cc(-c2ccnc(NCCCNS(=O)(=O)c3cccc(F)c3)n2)c(-c2ccc(Cl)c(O)c2)n1	105	152	100	91	96	101	91	94	97
Oc1ccc(NCc2ccc(Oc3ncnc4ccccc34)cc2)cc1	98	108	87	84	nt	63	94	64	nt
CCOc1cc(C(=O)O)cc(Cl)n1	115	108	110	108	125	89	117	128	113
CCOC(=O)N1CCN(CCCCCCOc2ccc(Cl)cc2)CC1	119	90	101	89	102	67	86	96	92
O=C(O)c1ccc(CO)o1	104	103	78	104	102	98	114	113	105
O=C(Cn1c(=O)sc2ccccc21)NNS(=O)(=O)c1ccccc1[N+](=O)[O-]	119	104	104	109	85	86	110	105	101
C=C(C)[C@@H]1CC[C@]2(C(=O)NCCCO)CC[C@]3(C)[C@H](CC[C@@H]4[C@@]5(C)CCCNC(C)(C)[C@@H]5CC[C@]43C)[C@@H]12	58	91	86	71	nt	56	96	89	89
Cc1cnc(CSc2nc(-c3ccc(-c4ccccc4)cc3)cn2-c2ccc(Cl)cc2)c(C)c1	109	100	94	98	91	75	101	103	90
C=C(C)C1CCC(=C)C2CCC3(C)OC12/C=C(/COC(C)=O)CCC3O (stereo not given)	98	121	106	106	6.2*	93	104	100	98
NC(=O)c1c(Cl)c(Cl)c(Cl)c(Cl)c1C(=O)O	101	111	103	101	93	83	105	120	98
CCCCCCCC/C=C\CCCCCCCCOc1cccc(CC(=O)NCC[N+](C)(C)C)c1	14	69	81	70	71	93	nt	94	93
O=C(CCCC(=O)N/N=C/c1ccc(Cl)cc1Cl)N/N=C\c1ccc(Cl)cc1Cl	114	104	113	92	106	71	104	105	104
Oc1ccccc1-c1nc2ccccc2o1	nt	nt	102	106	93	87	96	104	97
COc1ccc(-n2c(SCC(=O)NNS(=O)(=O)c3ccccc3)nc3ccc(Cl)cc3c2=O)cc1	100	109	101	94	80	64	90	113	-8.8*
COc1cc2nc(N3CCN(C(=O)C4CCCO4)CC3)nc(N)c2cc1OC (stereo not given)	114	100	96	97	95	84	124	111	99
Nc1c(C(=O)Nc2ccccc2C(F)(F)F)sc2nc3c(cc12)CCCCCC3	40	85	70	82	89	90	49	90	64
O=C(O)CCSc1nc2ccccc2s1	94	100	97	91	103	91	97	108	104

Reprinted from the part before: 2 compounds, then new ones.
SMILES	RXF 393	TK-10	786-0	SN12C	CAKI-1	UO-31	A498	DU-145	ACHN
Nc1c(C(=O)Nc2ccccc2C(F)(F)F)sc2nc3c(cc12)CCCCCC3	40	85	70	82	89	90	49	90	64
O=C(O)CCSc1nc2ccccc2s1	94	100	97	91	103	91	97	108	104
Cc1ccc(C2=NN/C(=N\C(=S)Nc3ccc(Cl)cc3)SC2)cc1	111	103	99	97	nt	85	87	108	107
Cc1cscc(C)c1=S	71	92	103	88	51	70	128	4.2*	-6.0*
CCOC(=O)Nc1nc2ccc(SCC(C)C)cc2s1	-3.4*	33	28	44	97	38	22	42	46
S=c1[nH]nc(Nc2ccccc2Cl)s1	nt	111	100	100	101	88	100	110	104
C=C1C(=O)O[C@H]2[C@H]1CC/C(COC(=O)NCc1ccc(OC)c(OC)c1)=C\CC[C@@]1(C)O[C@@H]21	21	51	82	nt	33	57	87	29	6.3*
Nc1nc(N)c(N=O)c(N)n1	nt	119	111	101	89	88	86	116	105
O=C1CSC(=S)N1/N=C/c1cccc(OCc2ccccc2)c1	98	108	116	104	103	71	100	nt	95
Cc1cn(N2C(=O)CSC2c2ccc(C3SCC(=O)N3n3cc(C)c(-c4ccccc4)nc3=S)cc2)c(=S)nc1-c1ccccc1 (stereo not given)	109	120	107	102	93	89	96	103	99
O=C(COc1ncnc2sc3c(c12)CCCC3)NNC(=O)c1ccc([N+](=O)[O-])cc1	112	112	100	97	95	79	100	106	102
CC1CN=C(c2ccccn2)C(c2ccccn2)=N1 (stereo not given)	109	121	99	101	93	83	90	105	100
COc1ccc(CN2c3ccccc3Sc3ccccc32)cc1O	-9.9*	58	43	nt	36	24	76	18	42
O=C(CC1CC(c2ccc(-c3noc(=O)[nH]3)cc2)=NO1)NO (stereo not given)	108	91	99	97	95	76	86	108	105
CCOC(=O)c1c2c(n(-c3ccccc3)c1-c1ccccc1)C=CCCC2	109	108	103	95	81	84	95	103	92
COc1ccc(OC)c2nc3c(nc12)C(=O)c1ccccc1C3=O	nt	121	103	97	88	72	nt	78	90
CCOC(=O)/C=C/c1cccc2c1C(=O)NC(C)(c1cc3cc(OC)ccc3oc1=O)N2 (stereo not given)	47	58	65	66	35	33	67	69	52
CCCCCCCCC1C(C)(c2ccccc2)CC1(C)c1ccccc1 (stereo not given)	110	112	107	103	97	95	116	110	106
O=C(CCl)Oc1ccc(-c2ccccc2)c(Br)c1	106	105	105	109	99	93	95	104	108
FC(F)(F)c1ccc(/C=N/Nc2nnc3n2N=C(c2ccccc2)CS3)cc1	65	99	100	103	93	77	90	97	104
O=C(c1ccc(O)c(O)c1)[C@@H](Cl)[C@]1(O)C(=O)Nc2ccccc21	110	125	107	99	96	73	119	109	100
CCOC(=O)C(Cc1ccccc1)P(=O)(OCC)OCC (stereo not given)	105	103	101	98	91	86	91	111	100
CCOC(=O)/C=C/c1c(OC)cc(OC)cc1OC	111	116	110	96	97	94	133	118	111
COc1ccc(/C=N/NC(=O)CSc2nc(-c3cnccn3)cc(-c3cccs3)c2C#N)cc1OC	-13*	123	53	91	88	89	38	100	83
Cc1ccc(S(=O)(=O)Nc2ccccc2)cc1N	94	121	100	91	89	81	77	108	101
C/C=C/C=C/C(=O)OCC	109	102	108	103	102	99	106	107	110
CC1CCC2(CC1)N=C(N)NC(Nc1ccc(S(N)(=O)=O)cc1)=N2 (stereo not given)	112	100	100	101	95	110	96	113	99
Cc1cc2c(cc1Cl)C(=O)/C(=C/c1ccccc1)O2	-34*	56	-39*	-69*	-81*	-80*	115	-94*	-83*
COc1cccc(-c2nn(-c3ccccc3)cc2-c2ccnc(NCCNS(=O)(=O)c3ccc(Br)cc3)c2)c1	51	58	55	53	49	31	66	64	52
CC(=O)N(C(C)=O)c1ccc2c(c1)Cc1ccccc1-2	99	95	89	87	98	64	nt	110	103
COc1nc2ccc(C)cc2cc1/C=C1/C=C(c2ccccc2)NC1=O	111	92	109	96	97	103	86	104	98
CS(=O)(=O)Nc1ccc(C(=O)N=Nc2c(O)[nH]c3ccc([N+](=O)[O-])cc23)cc1	113	118	103	105	104	80	103	111	104
Brc1cnc2[nH]cc(-c3nnc(-c4ccccc4)o3)c2c1	27	59	74	80	34	45	47	58	29
CC1(C)C=Cc2c(ccc3c2N(O)C(=O)[C@]32C[C@@]34NC(=O)[C@]5(CCCN5C3=O)C[C@@H]4C2(C)C)O1	103	86	100	104	94	81	117	106	101
CCCCNC(=O)Oc1ccc(/C(=C(\C)c2ccc(OC)cc2)c2ccc(OCCN3CCCCC3)cc2)cc1	29	102	17	69	60	11	71	73	79
Cc1ccc(C)c(NC(=O)c2ccccc2C(=O)O)c1	101	109	99	115	104	83	117	111	106
CCC(C)C(N)C1=NC(C(=O)NC(CC(C)C)C(=O)NC(CCC(=O)O)C(=O)NC(C(=O)NC2CCCCNC(=O)C(CC(N)=O)NC(=O)C(CC(=O)O)NC(=O)C(Cc3cnc[nH]3)NC(=O)C(Cc3ccccc3)NC(=O)C(C(C)CC)NC(=O)C(CCCN)NC2=O)C(C)CC)CS1 (stereo not given)	110	119	nt	107	94	78	103	113	104
CCn1cc(-c2ccnc(NCCCNS(=O)(=O)c3ccccc3)c2)c(-c2cccc(OC)c2)n1	82	110	89	85	72	70	89	102	85
Cc1ccc(O)c(N=Nc2cc(C)[nH]n2)c1	93	105	86	80	nt	63	94	81	58

Screening data deposited in PubChem BioAssay by NCI.
